# TNAP inh hi DEA: TNAP (human) inhibition, high acceptor; AID 1135; purified TNAP, CDP-star luminescence, 1 M DEA; P05186; inhibition, % at 20 µM; actives 0.03% (n = 200,000);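 active means over 50% inhibition of tissue-nonspecific alkaline phosphatase at 20 µM in the single-dose screen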;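 further: plate controls were DMSO wells for no effect and EDTA-quenched wells as full inhibition for full effect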
# Target sequence (P05186 whole entry, looked up): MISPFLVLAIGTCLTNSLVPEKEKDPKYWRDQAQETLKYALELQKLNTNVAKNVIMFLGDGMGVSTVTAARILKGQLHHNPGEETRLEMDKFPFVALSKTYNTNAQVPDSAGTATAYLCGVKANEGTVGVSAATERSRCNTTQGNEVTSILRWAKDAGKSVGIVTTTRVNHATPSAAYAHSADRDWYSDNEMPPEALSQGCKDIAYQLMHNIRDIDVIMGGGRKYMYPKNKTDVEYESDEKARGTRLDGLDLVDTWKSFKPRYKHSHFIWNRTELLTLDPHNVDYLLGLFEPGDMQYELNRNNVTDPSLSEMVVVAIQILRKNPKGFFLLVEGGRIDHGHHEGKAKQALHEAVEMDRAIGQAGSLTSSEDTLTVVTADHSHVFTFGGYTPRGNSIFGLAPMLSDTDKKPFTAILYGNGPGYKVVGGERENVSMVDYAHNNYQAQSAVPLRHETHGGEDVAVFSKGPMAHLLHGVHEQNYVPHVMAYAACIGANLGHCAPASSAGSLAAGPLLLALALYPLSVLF
# bIAP act: increases bovine intestinal alkaline phosphatase activity; purified bovine IAP, CDP-star luminescence, 30 min; hits give high values; fold of DMSO-control signal, blank-subtracted; activation factor at 20 µM; actives 0.17% (n = 200,000); AID 1016;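 active means activation factor of 2 or more at 20 µM, a signal rise over negative controls twice the positive control's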
# TNAP inh no acc: blocks human TNAP activity with no phosphate acceptor present | AID 1012 | actives 0.26% (n = 200,000) | P05186 | inhibition, % at 20 µM | purified TNAP, CDP-star luminescence, 30 min;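 active means tissue-nonspecific alkaline phosphatase inhibition above about 50% at 20 µM in the single-dose screen, limit read from the data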;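 further: 0% = DMSO negative control and 100% = EDTA positive control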
# APP 5'UTR act: APP 5'UTR luciferase reporter activation; SH-SY5Y APP 5'UTR luciferase reporter, luminescence; zero percent = DMSO vehicle wells; activation, % at 2 µM; AID 1276; actives 1% (n = 190,000);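 active means activation above a set limit, based on mean plus 3 SD of controls, cut at about 140% in these data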; further: values of inactives mirror those of a sister screen read the other way
# TNAP act hi DEA: activators of human TNAP at high phosphate acceptor concentration | purified TNAP, CDP-star luminescence, 1 M DEA, 30 min; hits give high values; 0 = EDTA background, 1 = DMSO-only activity | activation factor at 20 µM | 200,000 tested, under 10 active | AID 1136;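 active means activation factor at least 2 at 20 µM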
#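 Dosing: 20 µM single point. System: human TNAP. Amount: TNAP 1/800 final. Incubation: 30 min, room temperature. Read-out: TNAP activation factor scaled between EDTA and DMSO control wells. Signal: luminescence from CDP-star hydrolysis. Medium: 1 M DEA, pH 9.8, Mg2+, Zn2+. Control set: EDTA negative control, DMSO positive control.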
# FLuc stim CS: firefly luciferase counter-screen for stimulation assays. P08659. ATPlite luciferase biochemical, luminescence, 10 min; 0 = ATP-free wells, 1 = DMSO control. activation factor at 10 µM. 200,000 tested, under 10 active. AID 1027;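 active means luciferase activation factor, scaled between plate controls, of at least 2 with compound at 10 µM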
#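 Material: Luciferase/luciferin reagent mix | Doses: Test compounds dosed from 2 mM stocks in 100% DMSO | Timing: 10 min incubation after luciferase reagent addition, room temperature | Measured by: Luminescence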
# PMI activator: activators of human phosphomannose isomerase; purified human PMI, coupled resazurin fluorescence, 20 min; hits give high values; 1 = vehicle control, 0 substrate-free wells; P34949; activation factor at 20 µM; actives 0.005% (n = 190,000);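 active means activation factor of 2 or more at 20 µM, relative to plate controls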
# Target sequence (P34949 whole entry, looked up): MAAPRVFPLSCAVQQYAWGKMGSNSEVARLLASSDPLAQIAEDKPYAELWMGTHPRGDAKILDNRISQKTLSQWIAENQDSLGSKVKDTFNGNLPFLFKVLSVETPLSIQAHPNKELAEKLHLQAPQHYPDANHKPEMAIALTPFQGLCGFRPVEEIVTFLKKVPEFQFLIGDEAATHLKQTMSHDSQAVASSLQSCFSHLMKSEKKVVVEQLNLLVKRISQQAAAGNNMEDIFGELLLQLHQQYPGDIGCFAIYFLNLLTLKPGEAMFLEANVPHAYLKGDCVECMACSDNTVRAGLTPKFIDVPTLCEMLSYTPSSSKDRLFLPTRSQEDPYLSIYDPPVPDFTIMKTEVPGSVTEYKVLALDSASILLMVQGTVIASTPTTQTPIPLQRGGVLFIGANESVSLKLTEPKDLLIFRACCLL
# NF-kB neuron act: compounds increasing NF-kB expression in human neuronal cells; NF-kB reporter expression; hits give high values; fold change at 12.5 µM; actives 1.6% (n = 190,000); in the data active means fold change above about 3.3
# PMI act hi M6P: PMI (human) activation, high substrate | coupled PMI enzyme assay, resazurin fluorescence, 20 min; hits give high values; 1 = untreated enzyme, 0 = substrate-free blank | activation factor at 20 µM | actives 0.34% (n = 190,000);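 active means activation factor of 2 or more at 20 µM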
#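 Test system: human phosphomannose isomerase with PGI, G6PDH, diaphorase coupling enzymes; amount: 15 ng/mL PMI; incubation: enzyme reaction with compound 20 min at room temperature; technique: resorufin fluorescence (Ex 544/Em 590 nm) from resazurin via diaphorase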
# FLuc inhib CS: inhibits firefly luciferase, flagging false hits in luciferase inhibition screens. P08659. ATPLite firefly luciferase biochemical luminescence, 10 min. inhibition, % at 10 µM. actives 1.5% (n = 200,000);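 active means inhibition above about 50% when tested at 10 µM, limit read from the data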
# * marks the source's active call; other numbers are inactive results; . = not tested or not shown.
SMILES,TNAP inh hi DEA,bIAP act,TNAP inh no acc,APP 5'UTR act,TNAP act hi DEA,FLuc stim CS,PMI activator,NF-kB neuron act,PMI act hi M6P,FLuc inhib CS
O=C1NC(c2cccc([N+](=O)[O-])c2)Oc2ccccc21 (stereo not drawn),1,1,0,12,1,1,1,1.2,0.9,-2
Cc1noc(C)c1N=Nc1ccc(Br)cc1C(=O)O,1,1,-4,3,1,1.1,1.2,1.1,1.1,-7
CCOc1ccc(Oc2ccc(C(F)(F)F)cc2N)cc1,1,1,-17,31,1,1,0.9,1.7,0.9,-5
O=C1[C@@H]2[C@H](C(=O)N1O)[C@H]1C=C[C@@H]2C1,1,0.9,-7,14,1,1,0.8,0.88,0.9,-2
CCOC(=O)c1ccccc1NC(=O)CSc1nc2c(c(=O)n(C)c(=O)n2C)n1C,-4,0.9,-14,-1,1,1.1,1,1.1,1,-10
CC(=O)c1ccc(O)c(CSc2nncn2C)c1,-5,1.2,-11,2,1.1,1.1,1,1,0.9,-6
C=CCOC(=O)C1=C(C)NC(SCC(=O)N(CC)CC)=C(C#N)C1c1ccccc1 (stereo not drawn),-6,1,-11,-2,1.1,1,0.9,0.77,1,-4
O=C(NC1CCCCC1)C1Cc2ccccc2CN1S(=O)(=O)c1ccc(F)cc1 (stereo not drawn),-4,0.9,-8,8,1,1.1,0.9,0.84,0.8,-6
O=C(NCCNS(=O)(=O)c1ccc(Cl)cc1)c1cc(OCC(F)(F)F)ccc1OCC(F)(F)F,-2,1,-10,15,1,1.1,1,1,1,-6
CCOC(=O)c1sc(NC(NC(=O)c2ccco2)(C(=O)OC)C(F)(F)F)nc1C (stereo not drawn),-6,1,-8,-1,1.1,1,0.9,0.98,0.9,0
COCC(=O)N(C)C1(c2nnnn2CCOC(=O)Nc2cccc3ccccc23)CCCC1,-4,1,-5,12,1,1.1,0.9,0.84,0.9,-12
C/C(=N\NC(=O)c1cc(-c2ccco2)nc2ccccc12)c1cccnc1,4,1.2,-3,14,1,0.5,1.3,1.1,1.1,53*
COc1ccc(CCN2CC(C(=O)NCCc3ccc(C)cc3)CC2=O)cc1OC (stereo not drawn),-4,1,-11,26,1,1.1,1,0.93,0.9,-6
COc1ccc(NC(=O)CSc2nc(O)c(Cc3ccccc3)c(=O)[nH]2)cc1,-5,1,-3,3,1,1,1,1.1,1.1,4
CC1CCCC(NC(=O)CN(C)S(=O)(=O)c2cnc[nH]2)C1C (stereo not drawn),3,0.9,1,7,1,1,1,1.6,1.1,-5
O=S(=O)(N/N=C\c1ccc2c(c1)OCO2)c1ccc(Cl)cc1,-8,1,-3,9,1.1,1.1,1.1,1.2,1,-12
CCOC(=O)c1csc(NC(=O)CSc2nnnn2-c2ccc3c(c2)OCCO3)n1,3,0.9,-2,9,1,1,0.8,0.95,0.8,-3
Cc1ccc2[nH]c(=O)c(CN(Cc3ccco3)C(=O)N3CCOCC3)cc2c1,-9,1,-12,-12,1.1,1.1,0.9,1.1,0.9,-7
CC1(C)Cc2nc3nc(SCC(=O)NCCc4ccccc4)n(-c4ccccc4)c(=O)c3cc2CO1,-4,1,-11,-7,1,1,1,0.87,1.1,-5
COc1ccc(N2CCN(c3ncnc4c3[nH]c3ccccc34)CC2)cc1,-4,0.9,-12,.,1,1.1,0.8,0.89,0.9,-6

# One compound at a time (already shown).
# Entry for CC1(C)Cc2nc3nc(SCC(=O)NCCc4ccccc4)n(-c4ccccc4)c(=O)c3cc2CO1 : TNAP inh hi DEA = -4; bIAP act = 1; TNAP inh no acc = -11; APP 5'UTR act = -7; TNAP act hi DEA = 1; FLuc stim CS = 1; PMI activator = 1; NF-kB neuron act = 0.87; PMI act hi M6P = 1.1; FLuc inhib CS = -5
# Entry for O=S(=O)(N/N=C\c1ccc2c(c1)OCO2)c1ccc(Cl)cc1 : TNAP inh hi DEA = -8; bIAP act = 1; TNAP inh no acc = -3; APP 5'UTR act = 9; TNAP act hi DEA = 1.1; FLuc stim CS = 1.1; PMI activator = 1.1; NF-kB neuron act = 1.2; PMI act hi M6P = 1; FLuc inhib CS = -12

# Next section
SMILES,TNAP inh hi DEA,bIAP act,TNAP inh no acc,APP 5'UTR act,TNAP act hi DEA,FLuc stim CS,PMI activator,NF-kB neuron act,PMI act hi M6P,FLuc inhib CS
CCCCN(Cc1cc2cc(OC)ccc2[nH]c1=O)C(=O)c1ccco1,-5,1,-15,6,1,1,1,0.83,1,-5
CCCCCCNCC1OCc2ccccc2CO1,3,0.8,1,-16,1,1,0.9,1,1,-2
O=S(=O)(c1cccc(NC(=S)Nc2ccc(Br)cc2Cl)c1)N1CCOCC1,-6,0.9,14,8,1.1,1,1.1,1.1,1.2,-1
COC(=O)C1Cc2c([nH]c3ccccc23)C(C)N1 (stereo not drawn),-5,1,-13,5,1.1,1.1,1.1,0.84,1.2,-8
CC(C)Nc1nc2ccccc2c(=O)[nH]1,-2,1,-6,-4,1,1,0.9,1.2,0.9,-2
COCCOC(=O)C1=C(N)OC2=C(C(=O)CCC2)C1c1cccnc1 (stereo not drawn),-6,1,-7,4,1.1,1.1,1,1.2,1,-9
O=C(O)CC1SC(N/N=C/c2ccc(Br)cc2)NC1=O (stereo not drawn),-5,1,-14,31,1.1,0.9,1.1,1.1,1.1,12
Cc1nc2ccccc2cc1C(=O)Nc1ccccc1Cl,-6,1,-10,42,1.1,1,1.2,1.5,1.1,2
Nc1nccc(-c2ccc(-n3cccc3)cc2)n1,-4,1.1,-6,29,1,1,1.2,1.5,1.1,2
CCCCOC(=O)C(C)c1c(C)[nH]c(=S)[nH]c1=O (stereo not drawn),0,0.9,-7,14,1,1,0.9,1.1,0.9,-3
CCOc1ccc(OCCOc2cccc(C(F)(F)F)c2)cc1,-3,0.9,3,1,1,1.1,0.9,1.1,1,-5
Cc1ccc(-c2nn3c(C)nnc3s2)cc1NC(=O)c1ccco1,-7,1,-12,-8,1.1,1,0.9,0.91,1,-5
Cc1ccc(NC(=O)CN2C(=O)N/C(=C/c3cc(C)n(-c4ccc(C(=O)O)cc4)c3C)C2=O)cc1,-1,1.1,-10,11,1,1,1.6,1.4,1.3,-4
O=C(NCc1ccc(Cl)cc1)C1CCCN(S(=O)(=O)c2cnc[nH]2)C1 (stereo not drawn),-2,1.3,-7,12,1,1,1,1.1,1,1
CN(C(=O)CC1C(=O)NCCN1Cc1ccoc1)C1CCOCC1 (stereo not drawn),-8,0.9,-14,-10,1.1,1.1,1,.,0.9,-6
COc1ccc(NC(=O)CSc2nc(C)c3c(c2C#N)CCCC3)cc1,-5,0.9,-15,8,1.1,1.1,1,0.97,1,-7
O=C(CCCSc1nnc(Nc2ccccc2F)s1)N1CCOCC1,-4,1.2,15,12,1,0.9,0.9,1.1,0.9,8
CCOC(=O)c1c(C)n(C)c2ccc(OCC(O)Cn3nc(C)c(Br)c3C)cc12 (stereo not drawn),-2,0.9,3,-14,1,1.1,0.9,1.3,0.9,-7
COc1ccccc1NC(=O)CSc1ccc2nnc(-c3ccc(C)cc3)n2n1,-1,0.9,1,-4,1,1,1,0.61,1,-5
O=C(c1ccccc1)c1coc2c1C(=O)c1ccccc1C2=O,8,0.9,1,37,0.9,1,1.4,0.84,0.7,2

# In a second layout: entries from further up.
CCOC(=O)c1c(C)n(C)c2ccc(OCC(O)Cn3nc(C)c(Br)c3C)cc12 (stereo not drawn)
  TNAP inh hi DEA: -2; bIAP act: 0.9; TNAP inh no acc: 3; APP 5'UTR act: -14; TNAP act hi DEA: 1; FLuc stim CS: 1.1; PMI activator: 0.9; NF-kB neuron act: 1.3; PMI act hi M6P: 0.9; FLuc inhib CS: -7

COc1ccccc1NC(=O)CSc1ccc2nnc(-c3ccc(C)cc3)n2n1
  TNAP inh hi DEA: -1; bIAP act: 0.9; TNAP inh no acc: 1; APP 5'UTR act: -4; TNAP act hi DEA: 1; FLuc stim CS: 1; PMI activator: 1; NF-kB neuron act: 0.61; PMI act hi M6P: 1; FLuc inhib CS: -5

O=C(c1ccccc1)c1coc2c1C(=O)c1ccccc1C2=O
  TNAP inh hi DEA: 8; bIAP act: 0.9; TNAP inh no acc: 1; APP 5'UTR act: 37; TNAP act hi DEA: 0.9; FLuc stim CS: 1; PMI activator: 1.4; NF-kB neuron act: 0.84; PMI act hi M6P: 0.7; FLuc inhib CS: 2

# (cont.)
SMILES,TNAP inh hi DEA,bIAP act,TNAP inh no acc,APP 5'UTR act,TNAP act hi DEA,FLuc stim CS,PMI activator,NF-kB neuron act,PMI act hi M6P,FLuc inhib CS
COc1ccc(NC(=S)NCCSc2ccc(Cl)cc2)c(OC)c1,-6,0.7,-16,3,1.1,1,0.8,0.93,0.8,2
O=C(CN1C(=O)COc2ccccc21)N1CCc2ccccc2C1,-2,1,-8,7,1,1,1,0.98,1,-1
CN1CCN(S(=O)(=O)c2ccc(Cc3ccc(S(=O)(=O)N4CCN(C)CC4)cc3)cc2)CC1,-6,1,-14,-7,1.1,1.1,1,0.96,1,-6
N#Cc1cc2c(nc1SCc1cccnc1)CCCC2,-6,0.8,-14,-16,1.1,1,1.3,0.93,1.5,-2
CC(Sc1nc(-c2ccc(F)cc2)cs1)C(=O)N1c2ccccc2CC1C (stereo not drawn),-3,0.8,-8,9,1,1,0.8,0.7,0.8,-3
O=C(CNC(=O)c1ccccc1)NCC(=O)OCc1ccc(Cl)cc1,-3,1,-7,6,1,1,1,1.1,1,-5
Cc1nc2ccccc2c2oc(C(=O)N3CCN(C4CCCCC4)CC3)cc12,-2,0.9,-1,-21,1,1.1,0.8,0.25,0.8,-6
CCOC(=O)C1CCN(C(=O)CN(Cc2ccc(Cl)cc2)S(C)(=O)=O)CC1,-7,1,-11,0,1.1,1.1,0.9,1,0.9,-10
COc1cc([N+](=O)[O-])ccc1NC(=O)CSc1ccccn1,-1,1,-8,21,1,1,1,0.94,1,-4
CC(C)N1C(=O)/C(=C/c2nc3ccccc3c(=O)n2-c2ccccc2)c2ccccc21,2,0.8,-2,10,1,1,0.9,0.52,1,-2
Cc1ccc(N2CCN(c3ccc(C)cc3)C2c2ccccn2)cc1,-3,1,-13,0,1,1.1,0.9,1.3,0.9,-9

# Bioassay records as filed in PubChem BioAssay.
